# High-throughput results from PubChem.
# CSN inh – CSN deneddylation inhibition; Q92905; Purified CSN, SCF-Nedd8-OG deneddylation, fluorescence polarization; inhibition, % at 12.5 µM; 360,000 compounds, 0.38% hits; AID 651999;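 active = pattern-corrected inhibition above about 35%, with an unprinted fluorescence ratio check between 0.5 and 1.5, limit read from the data, passing the limit was not always enough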;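 note: 0% = enzyme with substrate and 100% = substrate without enzyme; some results filed as inactive read as strong as hits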
#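 assay system = purified human Csn5 enzyme expressed in HEK293T cells | amount = 0.24 nM enzyme | buffer or medium = Tris/NaCl/DTT buffer, pH 7.5 | reagent = 10 nM SCFSkp2-Nedd8OG | compound = one concentration, 12.5 µM, 0.25% DMSO | times = 90 min reaction at room temperature | signal = FP | read-out basis = % inhibition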
# FAS TE block – blocks the thioesterase domain of human fatty acid synthase; P49327; recombinant FAS-TE, OMFH fluorogenic substrate, fluorescence endpoint; 360,000 compounds, 0.67% hits; inhibition, % at 15 µM; AID 602261;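 active = compounds whose normalised, plate-corrected inhibition of enzyme fluorescence in the single-dose primary screen is 50% or more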;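 note: 0% = DMSO with enzyme and 100% = substrate without enzyme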
# Target sequence (P49327 whole entry, looked up, the tested form may be a part): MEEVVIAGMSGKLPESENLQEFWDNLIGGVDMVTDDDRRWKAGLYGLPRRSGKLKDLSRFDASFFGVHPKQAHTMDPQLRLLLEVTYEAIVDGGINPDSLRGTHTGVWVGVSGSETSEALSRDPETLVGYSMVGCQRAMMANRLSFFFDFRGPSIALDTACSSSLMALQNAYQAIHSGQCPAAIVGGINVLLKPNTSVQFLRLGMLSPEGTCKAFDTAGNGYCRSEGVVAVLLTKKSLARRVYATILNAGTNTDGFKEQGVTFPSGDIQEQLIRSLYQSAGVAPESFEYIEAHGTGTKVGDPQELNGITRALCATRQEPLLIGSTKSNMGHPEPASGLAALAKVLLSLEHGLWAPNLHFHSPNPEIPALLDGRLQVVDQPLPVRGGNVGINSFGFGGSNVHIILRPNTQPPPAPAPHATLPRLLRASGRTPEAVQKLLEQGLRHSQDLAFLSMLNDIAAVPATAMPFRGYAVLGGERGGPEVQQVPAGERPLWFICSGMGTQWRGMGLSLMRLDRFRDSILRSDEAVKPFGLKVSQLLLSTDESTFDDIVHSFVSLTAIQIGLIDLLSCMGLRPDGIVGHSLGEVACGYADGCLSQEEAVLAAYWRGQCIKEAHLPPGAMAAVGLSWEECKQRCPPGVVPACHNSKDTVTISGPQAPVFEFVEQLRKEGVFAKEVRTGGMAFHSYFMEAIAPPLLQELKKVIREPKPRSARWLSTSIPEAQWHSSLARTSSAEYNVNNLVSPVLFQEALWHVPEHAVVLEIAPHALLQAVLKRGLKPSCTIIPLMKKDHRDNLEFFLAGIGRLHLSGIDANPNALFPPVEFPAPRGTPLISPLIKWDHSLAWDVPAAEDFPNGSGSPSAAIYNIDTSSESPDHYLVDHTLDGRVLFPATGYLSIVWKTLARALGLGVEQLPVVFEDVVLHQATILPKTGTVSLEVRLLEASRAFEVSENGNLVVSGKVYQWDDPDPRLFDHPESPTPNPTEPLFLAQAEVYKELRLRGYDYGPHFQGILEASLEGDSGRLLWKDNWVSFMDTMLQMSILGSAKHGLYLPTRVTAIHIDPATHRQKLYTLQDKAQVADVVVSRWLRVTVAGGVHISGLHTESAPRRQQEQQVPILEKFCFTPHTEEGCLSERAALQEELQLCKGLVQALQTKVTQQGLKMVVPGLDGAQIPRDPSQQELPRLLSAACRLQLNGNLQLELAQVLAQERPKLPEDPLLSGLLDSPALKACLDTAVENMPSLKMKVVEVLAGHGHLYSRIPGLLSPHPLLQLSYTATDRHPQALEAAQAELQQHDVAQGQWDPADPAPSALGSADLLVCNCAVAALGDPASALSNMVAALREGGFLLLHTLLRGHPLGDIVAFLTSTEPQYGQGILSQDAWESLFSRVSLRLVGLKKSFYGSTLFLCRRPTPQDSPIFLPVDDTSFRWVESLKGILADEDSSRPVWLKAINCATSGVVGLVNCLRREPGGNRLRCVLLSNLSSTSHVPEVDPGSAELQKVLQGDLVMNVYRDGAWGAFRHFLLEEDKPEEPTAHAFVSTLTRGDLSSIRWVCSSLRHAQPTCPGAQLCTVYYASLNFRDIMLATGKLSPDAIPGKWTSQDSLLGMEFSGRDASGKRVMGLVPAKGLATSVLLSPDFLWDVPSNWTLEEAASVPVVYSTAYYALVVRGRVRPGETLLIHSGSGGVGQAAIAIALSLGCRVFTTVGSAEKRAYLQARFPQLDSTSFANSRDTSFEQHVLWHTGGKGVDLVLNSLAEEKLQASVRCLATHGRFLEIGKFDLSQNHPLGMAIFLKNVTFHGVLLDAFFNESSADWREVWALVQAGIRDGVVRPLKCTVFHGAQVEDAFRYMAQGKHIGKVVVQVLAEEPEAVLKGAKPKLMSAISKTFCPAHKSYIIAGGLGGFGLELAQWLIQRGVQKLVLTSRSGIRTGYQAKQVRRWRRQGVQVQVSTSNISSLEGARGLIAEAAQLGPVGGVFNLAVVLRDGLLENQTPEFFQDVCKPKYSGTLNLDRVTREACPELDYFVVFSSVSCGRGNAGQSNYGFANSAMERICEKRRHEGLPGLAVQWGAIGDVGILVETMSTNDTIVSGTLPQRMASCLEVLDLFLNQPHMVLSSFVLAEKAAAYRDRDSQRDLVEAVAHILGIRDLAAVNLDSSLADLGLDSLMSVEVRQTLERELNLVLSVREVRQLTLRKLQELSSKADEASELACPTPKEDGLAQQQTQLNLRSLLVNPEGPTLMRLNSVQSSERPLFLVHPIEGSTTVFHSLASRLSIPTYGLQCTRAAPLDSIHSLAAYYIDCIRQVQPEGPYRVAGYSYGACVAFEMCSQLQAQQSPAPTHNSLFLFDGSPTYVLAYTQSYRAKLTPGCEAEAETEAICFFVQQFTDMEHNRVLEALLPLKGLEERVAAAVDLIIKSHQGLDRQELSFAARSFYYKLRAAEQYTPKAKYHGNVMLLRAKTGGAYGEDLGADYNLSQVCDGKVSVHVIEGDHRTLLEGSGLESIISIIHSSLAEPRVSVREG
# eLon inh – E. coli protease La inhibition | inhibition, % at 7.94 µM | P0A9M0 | purified E. coli Lon protease, fluorescence polarization | 360,000 compounds, 0.42% hits; in the data active = inhibition above about 13%, passing the limit was not always enough;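 note: 0% = enzyme with probe and DMSO and 100% = no enzyme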
# MsrA inhibitor – inhibits bovine methionine sulfoxide reductase A; purified bovine MsrA, absorbance read-out; inhibition, % at 15.5 µM; 360,000 compounds, 0.75% hits; AID 651718; in the data active = inhibition above about 4.5%;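 note: 0% = vehicle wells with enzyme and 100% = reference inhibitor wells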
# MT1-MMP act inh – MT1-MMP (human) activation inhibition; P50281; HT1080 RFP-PRO-GFP cells, GFP/RFP ratio fluorescence, overnight; percent of plate control window, DMSO zero; GFP/RFP ratio change, % at 20 µM; 360,000 compounds, 0.061% hits;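 active = GFP/RFP ratio change of at least 30% with cell ATP level not reduced by more than half and red fluorescence within 50% of control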; note: strong numbers were not always called active
#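 Assay system: HT1080 cells carrying an RFP-PRO-GFP reporter | Dosing: Single dose of 20 µM compound, 1% DMSO final | Incubation: Cells overnight before dosing, compound overnight, 37 °C, 5% CO2 | Evaluation: GFP/RFP fluorescence ratio | Control set: DMSO and RFP-L50D-GFP cell wells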
# PABP1 MLLE inh – inhibitors of microRNA-mediated deadenylation, human PABP1 MLLE binding | 360,000 compounds, 0.36% hits | GST-MLLE / FITC-PAM2 fluorescence polarization | AID 588489 | inhibition, % at 20 µM; in the data active = inhibition above about 35%, passing the limit was not always enough;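 note: plate controls were DMSO wells with GST-MLLE for no effect and wells lacking GST-MLLE protein for full effect; some results filed as inactive read as strong as hits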
# Rin1 Abl inh – blocks binding of human Rin1 to Abl | P00519+Q13671 | TR-FRET Rin1/Abl binding, biochemical | inhibition, % at 7.35 µM | 360,000 compounds, 0.4% hits | AID 588664; in the data active = inhibition above about 5%, passing the limit was not always enough
# Rpn11 inh – blocks the human proteasome subunit Rpn11; O00487; human 26S proteasome, Ub4-pepOG fluorescence polarization; 20S core pre-blocked with epoxomicin; calls only at 20 µM; 360,000 compounds, 0.59% hits;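 active = inhibition at 20 µM, scaled to each plate's controls, above about 33%, limit read from the data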
# MsrA act – bovine methionine sulfoxide reductase A activation; purified bovine MsrA, absorbance read-out; activation, % at 10.6 µM; 360,000 compounds, 0.3% hits; AID 602163; in the data active = activation above about 7.5%;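 note: 0% = vehicle and 100% = reference activator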
# Active calls of the source: *; i = inactive.
# Sample of the layout (2 entries):
SMILES,CSN inh,FAS TE block,eLon inh,MsrA inhibitor,MT1-MMP act inh,PABP1 MLLE inh,Rin1 Abl inh,Rpn11 inh,MsrA act
O=C1[C@@H]2Cc3ccccc3CN2C(=O)N1c1cccc(F)c1,-3.2,0.7,-10.5,-1.1,-0.1,-1.7,2.8,i,0.5
Cc1ccccc1C(=O)NNC(=O)C1CCN(C(=O)Nc2ccccc2)CC1,5.1,-2.7,-10.7,-0.8,2.7,-11.5,1.7,i,-9.0

# Main list, repeating the preview:
SMILES,CSN inh,FAS TE block,eLon inh,MsrA inhibitor,MT1-MMP act inh,PABP1 MLLE inh,Rin1 Abl inh,Rpn11 inh,MsrA act
O=C1[C@@H]2Cc3ccccc3CN2C(=O)N1c1cccc(F)c1,-3.2,0.7,-10.5,-1.1,-0.1,-1.7,2.8,i,0.5
Cc1ccccc1C(=O)NNC(=O)C1CCN(C(=O)Nc2ccccc2)CC1,5.1,-2.7,-10.7,-0.8,2.7,-11.5,1.7,i,-9.0
COc1ccc(C2CC(=O)Oc3c(C(CCN4CCCC(C)C4)c4ccc(N(C)C)cc4)c(OC)cc(OC)c32)cc1 (stereo not given),-0.6,-3.6,-10.6,0.7,4.3,0.9,0.8,i,-0.8
CCOC(=O)c1sc2ccc(S(=O)(=O)N3CC(C)CC(C)C3)cc2c1N (stereo not given),-0.1,16.0,2.0,-0.2,-8.4,23.5,-3.3,i,1.7
COc1cccc(-c2cnc3c(NC(C)=O)cc(-c4cccc(NS(C)(=O)=O)c4)cn23)c1,-1.3,4.7,-17.1,0.1,5.4,-1.9,-1.5,i,-0.8
Cc1ccc(C)c(Cn2nnc3c(=O)[nH]c(C4CCN(C(=O)c5ccco5)CC4)nc32)c1,0.0,3.9,-0.3,1.7,-1.9,0.5,1.3,i,-1.4
CCOc1ccccc1OCCCC(=O)N1CCN(S(=O)(=O)c2ccc(C)cc2)CC1,-1.9,6.3,-2.5,-0.2,1.1,10.4,-0.1,i,-1.7
COC(=O)c1ccc(C(NC(=O)OCc2ccccc2)/C(F)=C/[C@@H](C)C(=O)O)cc1 (stereo not given in full),0.4,-4.7,0.4,-0.3,-0.9,13.9,1.9,i,-0.1
Cc1ccccc1-n1c(-c2ccc(Cl)cc2)cnc1SCC(=O)NC1CCS(=O)(=O)C1 (stereo not given),-13.2,0.0,-0.6,-1.2,-3.8,-115.0,-1.5,i,-2.4
CC(=O)Nc1ccc(-c2cn3c(n2)SCC3)cc1,6.7,-5.7,6.5,0.2,-8.1,-9.7,-0.2,i,-1.2
CC(C)(C)OC(=O)N1CCCC(C(=O)Nc2ccc(C(=O)NCc3ccccc3)cc2)C1 (stereo not given),5.0,-2.6,-4.1,0.0,4.7,3.1,1.4,i,0.8
CCn1cc(C(=O)NCc2ccc(Cl)cc2)c(=O)c2cc(S(=O)(=O)N3CCOCC3)ccc21,0.0,11.8,0.0,1.6,0.3,1.1,-4.5,i,-2.7
CCOC(=O)C1(C)CCN1C(=O)c1cc(C)oc1C (stereo not given),4.3,-6.5,-7.5,-0.7,0.2,-7.0,1.2,i,-3.6
CCOC(=O)C1CN(S(=O)(=O)c2cccs2)c2ccc(CC(=O)OC)cc2O1 (stereo not given),5.2,5.7,-0.1,-0.1,-4.2,-2.0,5.9,i,-4.1
COCC(=O)N(Cc1ccc(OC)cc1)Cc1nc2ccccc2c(=O)[nH]1,0.4,-7.2,6.1,-0.6,1.8,2.3,-0.2,i,-1.4
O=C(CCCN1C(=O)c2cccc3cccc(c23)C1=O)NC1CCS(=O)(=O)C1 (stereo not given),-14.8,-2.7,5.0,3.0,-2.2,-5.2,-5.8,i,-5.6
O=C(c1ccc2c(c1)OCO2)C1CCCN(Cc2cccc(C(F)(F)F)c2)C1 (stereo not given),5.9,27.1,-9.8,-0.1,0.2,4.6,3.7,i,-2.6
CCCC(=O)c1cn(CC(=O)OC)c2ccccc12,3.3,-5.1,1.8,0.0,0.8,7.9,-0.3,i,0.1
O=C(NCCCN1CCCC1=O)c1cccc(S(=O)(=O)NCc2ccccc2)c1,-3.8,-3.4,-2.9,-0.1,1.8,2.4,-2.4,i,-0.7
CC(C)(C)C(=O)C1=C(O)C(=O)N(Cc2ccccc2)C1c1ccccc1F (stereo not given),1.0,0.1,-2.2,2.4,-1.2,1.5,-1.6,i,-1.4
CS(=O)(=O)N1CCC(C(=O)Nc2ccc(Br)cc2F)CC1,-0.6,-5.4,-9.5,0.8,3.9,-0.4,0.2,i,-2.4
OCCCNc1nnc(-c2ccccc2)c2ccccc12,0.0,-6.3,-1.0,-0.2,2.3,-7.7,3.6,i,-4.0
Cc1cc(C)cc(NC(=O)N(CCC#N)Cc2cccs2)c1,-2.7,1.6,-7.9,-0.8,-4.4,6.6,2.9,i,-0.4
Nc1ccc2nc3c(=O)[nH]c(=S)[nH]c3nc2c1,-67.2,-91.8,181.8*,1.9,-134.8,177.0,-7.8,i,-0.9
CCC(C)NC(=O)CCC(=O)NNc1nc2ccccc2c2nc(C)nn12 (stereo not given),1.7,-10.1,-6.8,-0.5,0.9,-5.8,-2.7,i,-1.6

# Profiles, quoted from the list. Screens in order: CSN inh	FAS TE block	eLon inh	MsrA inhibitor	MT1-MMP act inh	PABP1 MLLE inh	Rin1 Abl inh	Rpn11 inh	MsrA act
# `CCOC(=O)C1(C)CCN1C(=O)c1cc(C)oc1C` (stereo not given) is listed as 4.3	-6.5	-7.5	-0.7	0.2	-7.0	1.2	i	-3.6
# `COCC(=O)N(Cc1ccc(OC)cc1)Cc1nc2ccccc2c(=O)[nH]1` is listed as 0.4	-7.2	6.1	-0.6	1.8	2.3	-0.2	i	-1.4

# Further results follow:
SMILES,CSN inh,FAS TE block,eLon inh,MsrA inhibitor,MT1-MMP act inh,PABP1 MLLE inh,Rin1 Abl inh,Rpn11 inh,MsrA act
O=C(NCCN1C(=O)S/C(=C\c2ccccc2F)C1=O)C1CCCN1C(=O)c1cccs1 (stereo not given),3.9,1.8,-20.7,0.7,-5.8,2.4,-2.5,i,-1.6
COc1ccccc1/C=C/c1ccc2cccc(O)c2n1,-0.5,6.8,-5.7,1.6,9.6,-20.6,-2.2,i,-1.5
COc1cc(C2=NOC(C(=O)NCc3ccco3)C2)cc(OC)c1OC (stereo not given),1.7,-5.9,-4.7,0.6,-9.3,3.5,-2.6,i,-8.8
O=C(NCC(c1ccco1)N1CCN(c2ccc(F)cc2)CC1)C(=O)NC1CCCCC1 (stereo not given),0.0,-3.3,-11.2,0.7,3.1,-6.0,0.2,i,6.6
NNC(=O)c1sc2cc(C(F)(F)F)cnc2c1-c1cccnc1,-5.2,-6.7,-9.3,-0.3,4.6,5.5,2.4,i,-10.1
CCc1nnc(NC(=O)c2nc(Cl)ccc2Cl)s1,0.3,-2.0,4.5,0.3,-0.6,12.2,-0.5,i,-1.1
O=C(Cc1nn[nH]n1)NCCC1=CCCCC1,3.9,-8.4,5.5,0.1,-2.1,2.5,-1.0,i,-5.6
CSc1ccccc1NC(=O)NCCCl,5.2,-1.2,3.8,3.4,-3.5,-2.3,0.8,i,-1.0
O=C1CCC(c2ccccc2)N1c1ccccc1 (stereo not given),-0.8,-3.7,8.2,1.7,0.9,1.9,5.2,i,-0.1
C=CCNc1nc(-c2ccc(O)c(C(N)=O)c2)cs1,3.0,-6.2,-9.5,0.7,0.2,-4.6,-1.4,i,-4.3
CC(C)c1nc(SCC(=O)Nc2cccc(C(=O)O)c2)c2c3c(sc2n1)CCCC3,0.2,7.6,-7.3,-0.1,1.6,3.3,-0.5,i,-3.0
COCCCNc1nc2ccccc2nc1NS(=O)(=O)c1ccc(OC)cc1,-5.3,-5.0,-0.3,2.9,0.2,6.5,-4.6,i,-0.5
Cc1ccccc1OCCNc1cc(N2CCN(CCO)CC2)ccc1[N+](=O)[O-],-6.6,-1.5,-12.2,-0.1,-2.0,7.4,-7.0,i,-2.5
CC1CCN(S(=O)(=O)c2ccc(NC(=O)CN3CCN(c4ccccc4)CC3)cc2)CC1,-2.8,5.6,5.9,0.1,-5.0,-6.8,-2.4,i,-2.3
Cc1c(CC(=O)N2CCN(C(=O)C3COc4ccccc4O3)CC2)c(=O)oc2cc(O)ccc12 (stereo not given),4.0,-3.4,-0.4,2.5,0.9,-3.1,-0.8,i,-5.0
COc1cc(/C=C2/C(=O)N(c3ccc(C(=O)O)cc3)N=C2C)cc(OC)c1O,16.4,-7.0,-156.3,1.8,-2.6,-138.0,0.1,i,-3.0
CC(NC(=O)COC(=O)C1CCN(S(=O)(=O)c2ccccc2C(F)(F)F)CC1)c1ccccc1 (stereo not given),-3.1,2.1,-4.4,-0.2,4.1,-6.7,2.2,i,-2.8
COc1cccc2cc(C(=O)N3CCCc4ccccc43)oc12,3.2,14.4,5.9,3.0,-1.3,6.5,-0.1,i,-5.2
COc1cc(C(C#N)N2N=C(c3ccccc3)CC2c2ccccc2)ccc1O (stereo not given),-0.1,16.5,1.9,4.7*,1.9,3.0,-3.5,i,-3.9
COC(=O)CN1C(=O)C(C)(C)Oc2ccc(C(=O)NC3CCCC3)cc21,1.4,-7.1,2.4,0.0,-1.6,-8.3,5.0,i,-4.5
Cc1cc(C)n(CC(=O)N/N=C/c2ccc(C)o2)n1,-0.9,-7.0,9.0,1.6,2.8,-4.5,-1.4,i,-0.9
Cc1onc(-c2ccccc2)c1C(=O)Oc1ccccc1,5.8,19.7,5.8,-0.8,-0.5,2.7,-2.5,i,2.4
O=C(Oc1ccc(Cl)c2cccnc12)N1CCOCC1,-6.8,-2.0,-5.3,0.4,4.1,10.6,2.2,i,1.9
Cc1cccc2sc(NC(=O)C3=NN(c4ccccc4)C(=O)CC3)nc12,-1.9,-9.8,-3.6,0.1,-7.8,-12.1,2.1,i,-1.6
CCOC(=O)CN1C(=O)COc2ccc(C(C)(C)C)cc21,5.1,4.0,1.6,-0.6,-6.5,3.4,-3.8,i,-1.5
CCCCn1c(-c2cccs2)nc2oc3ccccc3c(=O)c2c1=O,3.0,0.6,-12.7,-0.5,0.9,4.5,-1.5,i,-3.5
CCc1cccc(NC(=O)COC(=O)/C=C/c2cccs2)c1,0.5,21.9,4.7,-0.1,-2.3,-10.9,1.5,i,-2.6
CCN(CC)S(=O)(=O)c1ccc(S(=O)(=O)NCc2cccs2)cc1,2.3,4.3,-4.9,-0.4,4.1,6.7,-1.4,i,-0.7
CCOC(=O)C1(CCOc2ccccc2)CCN(C(=O)CCSC)CC1,-4.1,-2.0,4.0,-0.3,-0.9,12.2,0.2,i,-4.7
CC(=O)Oc1ccc(C(=O)Nc2nccs2)cc1,-3.5,-4.7,-4.1,0.4,-0.8,0.0,0.8,i,-9.1

# 2 compounds from above, reduced to CSN inh, PABP1 MLLE inh and MT1-MMP act inh:
compound	CSN inh	PABP1 MLLE inh	MT1-MMP act inh
COc1cc(/C=C2/C(=O)N(c3ccc(C(=O)O)cc3)N=C2C)cc(OC)c1O	16.4	-138.0	-2.6
CC(NC(=O)COC(=O)C1CCN(S(=O)(=O)c2ccccc2C(F)(F)F)CC1)c1ccccc1 (stereo not given)	-3.1	-6.7	4.1
